# Assay outcomes deposited in PubChem BioAssay by several laboratories.
# TROY NFkB inh – inhibitors of TROY-dependent NF-kB signaling; Q293 LMP1-TROYcd NF-kB luciferase reporter, 4 h; inhibition, % at 10 µM; 360,000 tested, 0.98% active; AID 1347056;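 active = compounds whose plate-normalised and pattern-corrected inhibition of the luciferase reporter signal at the single screening dose is 50% or more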
# TWEAK-Fn14 inh – blocks TWEAK-Fn14 interaction in a reporter cell assay. TWEAK-stimulated Fn14 reporter cells, luciferase luminescence, 8 h. inhibition, % at 10 µM. 360,000 tested, 2% active. AID 1159606; in the data active = inhibition above about 50%
# TRAIL sens C8 – caspase-8 TRAIL sensitization; NB7+C8 cells + TRAIL, ATPlite viability luminescence; inhibition (viability loss, TRAIL sensitization), % at 10 µM; 360,000 tested, 1% active; AID 624354;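 active = compounds causing at least 50% loss of cell viability in the single-dose screen, relative to plate controls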
# HIF-2a block – blocks HIF-2a reporter activity | 786-0 RCC cells HIF-2a reporter, luciferase luminescence, overnight | 360,000 tested, 0.72% active | inhibition, % at 18.8 µM | AID 624352;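 active = inhibition of the luminescence signal of 40% or more relative to plate controls, in a single-dose primary screen at 18.75 µM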
# Peg3 promoter – reduces Peg3 promoter-driven luciferase expression in HeLa | HeLa PEG-Prom luciferase reporter, luminescence, overnight | inhibition, % at 20 µM | 360,000 tested, 1.7% active;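 active = inhibition of at least 50% at 20 µM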
# CF NFkB inh – blocks PAF-induced NF-kB reporter in cystic fibrosis cells; KKLEB NF-kB-GFP reporter, GFP fluorescence overnight; AID 588850; inhibition, % at 5 µM; 360,000 tested, 0.86% active;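 active = at least 50% inhibition at 5 µM, scaled per plate between neutral and stimulator controls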;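 also: PAF is a Pseudomonas aeruginosa culture filtrate used as stimulus; plate controls were PAF-stimulated DMSO wells for no effect and unstimulated DMSO wells for full effect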
# NR2E3 ag-1 – human photoreceptor-specific nuclear receptor agonism; 360,000 tested, 0.35% active; CHO-S Gal4-NCOR/VP16-NR2E3 two-hybrid, luciferase; Q9Y5X4; inhibition of corepressor binding, % at 3.98 µM; AID 602229;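 active = inhibition above the mean of all tested compounds plus 3 SD, cut at about 70% in these data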;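 also: 0% = DMSO with NR2E3 transfected cells and 100% = cells lacking NR2E3 construct; higher means lower luciferase signal from less NR2E3 corepressor binding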
# Target sequence (Q9Y5X4 whole entry, looked up, the tested form may be a part): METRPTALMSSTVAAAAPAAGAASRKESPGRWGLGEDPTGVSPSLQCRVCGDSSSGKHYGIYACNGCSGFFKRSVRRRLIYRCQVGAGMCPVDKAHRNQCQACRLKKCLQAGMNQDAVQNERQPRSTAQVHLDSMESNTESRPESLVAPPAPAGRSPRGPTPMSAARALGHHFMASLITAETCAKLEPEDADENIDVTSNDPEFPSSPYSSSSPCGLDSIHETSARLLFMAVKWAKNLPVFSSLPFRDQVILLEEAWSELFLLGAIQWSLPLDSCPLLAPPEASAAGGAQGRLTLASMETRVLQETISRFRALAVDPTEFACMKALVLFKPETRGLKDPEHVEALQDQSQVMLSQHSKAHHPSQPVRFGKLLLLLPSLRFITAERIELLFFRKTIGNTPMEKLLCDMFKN
# KKLEB tox – CF airway cell cytotoxicity counter-screen; KKLEB CF airway cells viability, ATPlite luminescence, overnight; active compounds read low; cells stimulated with P. aeruginosa culture filtrate; AID 602141; 360,000 tested, 0.36% active; activity change (cytotoxicity), % at 5 µM;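 active = corrected activity change at or below -50% at 5 µM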
# NR2E3 ag-2 – agonists of human nuclear receptor NR2E3; GST-NR2E3/biotin-RetCOR TR-FRET, 1536-well; inhibition of corepressor binding, % at 4.78 µM; 320,000 tested, 0.12% active; AID 2300;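 active = percent inhibition above the cutoff of mean plus 3 SD of all tested compounds, set per screening campaign, cut at about 20% in these data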;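 also: 0% = DMSO wells and 100% = biotin wells as full block of FRET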
#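 Material – GST-tagged NR2E3 plus biotinylated RetCOR corepressor · Quantity – NR2E3 fusion 1.35 nM · Times – 5 h incubation at 4 °C · Medium – pH 7.5 Tris-based buffer · Technique – TR-FRET, Eu(K)-anti-GST donor, streptavidin-D2 acceptor, ex 340, em 617/671 nm · Benchmarks – high control biotin, low control 0.6% DMSO · Format – 1536-well plates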
# MITF TRPM1 inh – MITF TRPM1 promoter inhibition in SK-MEL-5 cells. SK-MEL-5 TRPM1 promoter luciferase, 24 h. inhibition, % at 12.5 µM. 330,000 tested, 0.83% active;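 active = mean inhibition across replicates of 60% or more, whatever share of single replicates reaches that level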; also: values of inactives mirror those of a sister screen read the other way
# Shn3 inh set2 – inhibitors of Schnurri-3 3'UTR reporter in osteoblasts; Clone20 osteoblast Shn3 3'UTR firefly luciferase, 24 h; inhibition, % at 12.5 µM; 360,000 tested, 0.52% active; AID 588674;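 active = mean inhibition of at least 75% with every replicate also reaching 75%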;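 also: 0% = median of neutral control wells and 100% = pilot-screen positive control compound; some compounds past the cut are filed as inactive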
# * = called active by the depositor; . = no result given.
SMILES,TROY NFkB inh,TWEAK-Fn14 inh,TRAIL sens C8,HIF-2a block,Peg3 promoter,CF NFkB inh,NR2E3 ag-1,KKLEB tox,NR2E3 ag-2,MITF TRPM1 inh,Shn3 inh set2
COc1cccc(CNC(=O)CCCN2C(=O)C(c3ccccc3)Oc3cccnc32)c1OC (configuration not stated),11.9,2.8,-6.3,6.5,7.8,7.1,-16.5,-11.5,0.6,-2.6,7.8
O=C(CN1C(=O)NC2(CCCc3ccccc32)C1=O)Nc1cccc(S(=O)(=O)N2CCCCC2)c1 (configuration not stated),-1.1,-20.5,-14.9,19.2,-6.5,-8.3,1.1,-0.4,-0.3,0.8,27.4
O=C(Nc1ccncc1)C1CCCN(S(=O)(=O)c2cccc3cccnc23)C1 (configuration not stated),11.0,33.0,16.3,14.5,29.1,23.6,-72.0,-15.0,3.4,21.0,24.4
Cc1cc(C)n(-c2nnc(C)n2/N=C/c2ccccc2OCc2ccccc2Cl)n1,-4.5,-25.4,-5.1,-9.4,-33.0,-11.2,-0.5,8.0,3.9,1.9,1.8
Cc1ccc(OCC(=O)Nc2ccon2)c([N+](=O)[O-])c1,-36.6,8.7,2.2,-208.4,-266.0,-21.2,-6.1,6.1,0.5,-87.7,-61.4
O=C(OCC(=O)N1CCN(C(=O)c2ccco2)CC1)c1ccccc1OCc1ccccc1,2.4,-7.6,-11.2,0.9,7.3,5.0,-9.5,-4.3,3.1,-0.7,-1.2
COc1ccc(CCNS(=O)(=O)c2cn(C)cn2)cc1OC,1.0,-1.8,-3.1,16.1,-9.4,-1.9,-21.1,4.2,-1.1,-5.3,5.5
O=C1c2c(Cl)c(Cl)c(Cl)c(Cl)c2C(=O)N1c1nccs1,1.6,14.4,5.8,9.0,7.9,8.5,5.5,9.4,.,15.4,-2.4
Cc1ccc(COC(=O)NCc2cccnc2)cc1,-2.5,16.5,-10.4,9.0,32.5,-0.2,-39.5,5.9,0.4,7.2,1.6
CCOc1ccc2c(c1)OC(c1ccc(C)cc1)(C(F)(F)F)NC2=O (configuration not stated),-0.7,13.7,12.5,-36.8,-47.5,47.2,-5.3,-16.8,4.2,38.7,-1.9
COc1cc2nc(CC(C)C)n(NC(=O)c3ccccc3)c(=O)c2cc1OC,27.3,11.7,3.2,-9.9,5.3,-12.2,-8.8,0.2,5.1,-2.2,-22.4
Cc1ccc(NC(=O)CSc2ccccc2NC(=O)c2cccc(Cl)c2)cc1Cl,-3.8,-0.1,18.5,-16.3,31.1,14.2,3.6,-7.2,2.0,18.6,27.6
O=C1CC(C2CCCO2)C(=O)N1Cc1ccccc1 (configuration not stated),-5.5,3.6,0.0,6.0,8.5,-3.6,-8.0,5.0,-1.7,-0.7,4.4
COc1ccc(OCC(=O)NCCNC(=O)c2cccnc2)cc1,0.5,2.4,-8.4,10.2,1.6,3.2,-31.3,-8.2,5.1,0.5,7.9
COc1cccc(C(c2sc3nc(C)nn3c2O)N2CCN(C(=O)c3ccco3)CC2)c1 (configuration not stated),-5.8,-9.9,0.8,10.5,19.0,-10.2,5.8,-2.3,4.6,.,-2.9
NC(=O)[C@H](Cc1cc2ccccc2s1)NC(=O)[C@@H]1CC2(CC(c3cccc(NC(=O)[C@@H]4CCC(=O)N4)c3)=NO2)CN1C(=O)c1ccccc1 (some centres not stated),9.6,-2.5,10.7,13.0,13.5,-2.0,-39.0,4.8,-0.7,1.6,11.7
O=C(CSc1ccccn1)NC1CCCc2c1cnn2-c1ccccc1F (configuration not stated),0.2,9.8,-6.4,-0.9,-20.5,-19.0,33.9,15.8,.,.,-8.5
O=C(O)CCCCN1C(=O)/C(=C\c2ccc(OCc3ccccc3)c(OCc3ccccc3)c2)SC1=S,18.7,-12.8,19.3,5.6,3.6,39.5,5.4,-18.4,2.9,-4.6,-16.5
COc1ccc(OCc2cc(C(=O)NCc3cccc(C)n3)no2)c(Cl)c1,-38.2,-13.7,-5.4,-168.0,-113.6,-9.9,-45.6,-4.3,2.6,-52.0,-31.9
CCCc1cc(NCCCCO)n2c(nc3ccccc32)c1C#N,-2.0,8.9,11.4,7.1,19.7,-1.1,-13.3,-15.5,0.8,-7.6,13.5
COc1ccc(C(=O)Nc2ccccc2NC(=O)c2ccco2)c(OC)c1,-6.0,-9.1,2.1,2.6,19.5,-0.5,14.7,5.4,-1.6,-1.3,5.4
O=C(c1cccc(Cl)c1)N1CCC2CC1c1cc(N3CCOCC3)ccc12 (configuration not stated),-1.7,-0.6,-7.4,14.1,-4.3,0.7,-31.2,10.8,.,-11.2,1.8
CCC(c1nnnn1CCC(C)C)N1CCC(C(N)=O)CC1 (configuration not stated),-5.4,-11.3,12.4,8.4,11.9,1.3,-18.1,6.6,5.9,7.2,-49.9
Cc1cc(C)c(S(=O)(=O)NCC2CCC(C(=O)NCCCN3CCC(C)CC3)CC2)c(C)c1 (configuration not stated),-18.5,25.4,9.9,-2.4,8.8,0.4,-4.6,7.4,5.3,7.2,16.5
O=C(OCn1nnc2ccccc2c1=O)c1ccc(S(=O)(=O)N2CCOCC2)cc1,24.8,11.2,-8.9,6.6,-2.3,-6.4,-17.7,8.5,4.6,-10.0,-5.4
COc1cc(C2CC(=O)Oc3cc(C)c(Br)c(C)c32)cc(OC)c1OC (configuration not stated),-0.8,3.4,-11.2,5.9,-6.1,7.6,-26.8,-4.3,.,-1.1,-3.9
Cc1cc(C)cc(NC(=O)CN2C(=O)NC(Cc3c[nH]c4ccccc34)C2=O)c1 (configuration not stated),-13.5,-1.1,-3.7,10.6,7.4,12.0,2.5,3.5,.,0.4,15.3
CC1CN(C(=O)Cn2cc(SCC(=O)N3CCOCC3)c3ccccc32)CC(C)O1 (configuration not stated),10.9,6.2,-14.0,-18.1,-3.2,6.9,-15.7,-6.8,-0.7,3.2,-11.2
CC(OC(=O)c1cccc(-n2cnnn2)c1)C(=O)Nc1ccc(F)cc1 (configuration not stated),6.2,10.2,10.9,3.2,17.6,-6.9,8.3,0.3,3.0,8.0,78.2
COc1ccc(CN(C(C)=O)c2cc(C)c([N+](=O)[O-])cc2OC)cc1OC,1.3,-6.9,-13.7,0.0,-0.1,-9.5,3.0,0.6,.,.,6.3
O=C(NCc1ccccc1Cl)C1CCCN1C(=O)NCc1ccccc1 (configuration not stated),2.5,12.2,-2.4,22.7,16.1,2.1,-20.4,-3.2,0.7,3.2,-5.9
Cc1ccc(S(=O)(=O)CCC(=O)Oc2ccc(-c3nnco3)cc2)cc1,-9.9,5.3,8.4,-2.8,7.6,-4.6,-18.8,14.6,1.6,-3.0,-1.0
CCOC(=O)c1c(S(=O)(=O)NCCCc2ccco2)c(C)n(C)c1C,1.7,4.5,-24.2,5.4,-7.3,19.0,12.5,-14.1,0.4,-0.9,-2.5
CCOC(=O)COc1c(OC)cc(Cl)cc1C1NC(=O)NC(C)=C1C(C)=O (configuration not stated),-8.5,-6.1,7.4,-9.4,-0.6,3.4,2.9,8.3,-2.2,-0.7,-12.5
CC(/C=N/NC(=O)c1sc(N)nc1C)=C\c1ccccc1,-22.0,0.4,5.7,-133.0,-172.8,-8.3,-72.2,11.2,-1.6,-108.4,-83.4
Cn1c(=O)c2c(nc(NC3CCCCC3)n2Cc2ccccc2)n(C)c1=O,21.7,-9.0,-5.8,15.6,23.4,7.8,-7.9,-8.2,6.6,9.3,35.6
Cc1nc(C(N)=O)c(N)n1CCc1ccccc1,-0.2,3.3,-14.0,4.7,-11.4,-13.6,9.4,12.5,1.0,4.7,-16.0
COC(=O)C1=C/C=C\CN(C(c2ccccc2)c2ccccc2)/C=C\1C(=O)OC,-14.0,1.0,-1.3,5.1,-3.5,24.2,-18.9,-9.2,.,.,2.8
Cc1ccc2ccccc2c1Cn1c(-n2ccnc2)nc2c1c(=O)n(C)c(=O)n2C,-3.2,-2.6,-6.5,13.5,12.3,9.4,-13.5,-10.9,2.8,1.5,-3.0
O=C(CSc1n[nH]c(=O)n1C1CC1)Nc1ccc(Cl)c(Cl)c1,-0.6,-20.8,8.2,8.4,4.0,12.0,15.0,-9.3,0.2,-9.1,1.9
Cc1ccc2ncnc(-c3ccccc3)c2c1,-23.0,34.0,-17.4,18.8,12.3,1.2,-12.5,-7.3,0.5,-4.5,9.7
CC(C)(C)CN1CCNC(=O)C1CC(=O)NC1Cc2ccccc2C1 (configuration not stated),4.6,12.3,-9.5,15.8,6.2,3.3,-1.9,5.3,-1.6,1.6,-4.6
CC(NS(=O)(=O)c1ccc(OCC(=O)N2CCOCC2)cc1)c1ccccc1 (configuration not stated),-9.7,-1.0,-12.4,15.2,15.7,9.7,8.1,-10.8,3.0,9.7,-0.7
Cc1ccc(S(=O)(=O)N2CCC(C(=O)OC3CCOC3=O)CC2)cc1C (configuration not stated),8.8,-1.4,10.2,21.1,5.6,-10.0,-7.4,4.3,1.1,-9.7,-4.6
O=C(C1CCCO1)N1CCN(C(=S)Nc2ccccc2C(F)(F)F)CC1 (configuration not stated),4.5,-15.6,-14.0,16.8,8.9,-8.7,-20.9,5.8,-0.8,18.5,6.8

# Reprinted from the part before: 3 entries, followed by the next part.
SMILES,TROY NFkB inh,TWEAK-Fn14 inh,TRAIL sens C8,HIF-2a block,Peg3 promoter,CF NFkB inh,NR2E3 ag-1,KKLEB tox,NR2E3 ag-2,MITF TRPM1 inh,Shn3 inh set2
CC(NS(=O)(=O)c1ccc(OCC(=O)N2CCOCC2)cc1)c1ccccc1 (configuration not stated),-9.7,-1.0,-12.4,15.2,15.7,9.7,8.1,-10.8,3.0,9.7,-0.7
Cc1ccc(S(=O)(=O)N2CCC(C(=O)OC3CCOC3=O)CC2)cc1C (configuration not stated),8.8,-1.4,10.2,21.1,5.6,-10.0,-7.4,4.3,1.1,-9.7,-4.6
O=C(C1CCCO1)N1CCN(C(=S)Nc2ccccc2C(F)(F)F)CC1 (configuration not stated),4.5,-15.6,-14.0,16.8,8.9,-8.7,-20.9,5.8,-0.8,18.5,6.8
O=C(NC1CCCCC1)N1CCN(c2ccccc2Cl)CC1,-2.3,-8.1,18.7,-26.8,-22.2,-26.0,-18.2,3.1,1.1,-15.0,-10.4
CCOc1cc(O)c(-c2[nH]ncc2-c2nc(C)cs2)cc1CC,31.9,31.5,2.0,26.5,41.3,20.1,-3.5,-3.6,1.4,11.1,50.7
N=C1C(c2nc3ccccc3s2)=C(O)CN1Cc1ccccc1,-14.4,-23.8,10.2,-168.5,-89.9,-2.1,-87.8,-3.1,-2.5,-34.5,-22.0
O=[N+]([O-])c1ccc2c(OCc3nnc(-c4ccccc4Br)o3)ncnc2c1,-1.0,1.7,18.4,-6.0,-14.4,12.2,-7.8,-2.5,2.2,16.0,7.4
Cc1ccc(S(=O)(=O)CCC(=O)NCCc2ccc(Cl)cc2)cc1,3.4,23.9,-5.8,13.5,5.3,-0.4,-2.6,4.0,-2.0,7.3,-1.1

# Only part of the results is shown; count on the stated rates, not on these rows.
